High-throughput results as filed in PubChem BioAssay.
MITF inh: blocks human microphthalmia-associated transcription factor | inhibition, % at 2.6 µM | AlphaScreen MITF homodimerization, bead proximity signal | actives 0.91% (n = 650,000) | O75030; in the data active means inhibition above about 50%;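 further: 0% = vehicle wells with protein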
GPR151 activ: activators of human GPR151; Q8TDV0; PathHunter beta-arrestin GPR151 cells, luminescence; activation, % at 11.2 µM; actives 1% (n = 650,000); in the data active means activation above about 4.9%;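 further: 0% = median of compound wells and 100% = cells with positive control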
Target sequence (Q8TDV0 whole entry, looked up): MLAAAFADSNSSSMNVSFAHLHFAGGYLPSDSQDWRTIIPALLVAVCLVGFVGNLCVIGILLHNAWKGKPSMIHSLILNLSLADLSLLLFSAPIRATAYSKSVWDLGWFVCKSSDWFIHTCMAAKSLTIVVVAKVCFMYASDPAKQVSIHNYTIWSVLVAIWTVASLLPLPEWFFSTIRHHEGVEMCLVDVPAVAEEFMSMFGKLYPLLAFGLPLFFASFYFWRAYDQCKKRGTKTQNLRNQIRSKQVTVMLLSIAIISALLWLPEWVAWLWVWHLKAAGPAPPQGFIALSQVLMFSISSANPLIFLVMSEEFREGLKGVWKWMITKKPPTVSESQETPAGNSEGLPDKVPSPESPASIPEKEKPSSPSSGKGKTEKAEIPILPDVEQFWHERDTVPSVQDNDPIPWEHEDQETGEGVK
FBW7 activator: human FBW7 E3 ligase activation, primary screen. Q969H0. AlphaScreen FBW7–phospho-cyclin E peptide binding, activator screen. normalized activity (activation), % at 26.1 µM. actives 0.13% (n = 650,000). AID 1259310; in the data active means normalized activity above about 1.9%;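 further: purified mutant Fbw7 with reduced substrate affinity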
Target sequence (Q969H0 whole entry, looked up): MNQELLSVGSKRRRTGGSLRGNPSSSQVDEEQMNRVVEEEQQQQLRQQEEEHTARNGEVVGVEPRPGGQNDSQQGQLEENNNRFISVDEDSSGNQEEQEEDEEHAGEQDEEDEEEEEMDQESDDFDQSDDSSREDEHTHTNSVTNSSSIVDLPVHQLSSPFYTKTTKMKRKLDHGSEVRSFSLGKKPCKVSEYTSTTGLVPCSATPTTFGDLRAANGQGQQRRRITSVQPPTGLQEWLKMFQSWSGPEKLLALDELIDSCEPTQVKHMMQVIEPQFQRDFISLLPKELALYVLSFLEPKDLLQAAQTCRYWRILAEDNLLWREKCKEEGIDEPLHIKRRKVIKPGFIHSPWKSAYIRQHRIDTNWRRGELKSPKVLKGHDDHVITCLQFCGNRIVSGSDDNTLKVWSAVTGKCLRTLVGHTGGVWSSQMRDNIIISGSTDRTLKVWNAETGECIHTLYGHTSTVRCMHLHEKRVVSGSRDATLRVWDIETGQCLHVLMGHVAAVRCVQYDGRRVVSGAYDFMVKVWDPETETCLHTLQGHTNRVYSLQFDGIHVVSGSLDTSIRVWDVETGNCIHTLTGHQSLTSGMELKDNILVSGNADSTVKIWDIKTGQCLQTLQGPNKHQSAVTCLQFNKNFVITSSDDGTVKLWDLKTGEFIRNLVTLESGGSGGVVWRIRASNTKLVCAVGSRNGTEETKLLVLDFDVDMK
TEAD-YAP block: TEAD-YAP interaction inhibition. actives 1.4% (n = 640,000). inhibition, % at 9.12 µM. HEK-TIYL cells, TEAD-Gal4/YAP UAS-luciferase luminescence; in the data active means inhibition above about 32%;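 further: 0% = median of test compound wells and 100% = reference inhibitor wells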
The depositor's hits bear a star. Rows were taken by chance, and some 3.4% of all compounds hit somewhere here.

SMILES	MITF inh	GPR151 activ	FBW7 activator	TEAD-YAP block
CN(C)C(=O)c1ccc(N2C(=O)C3C4C=CC(C4)C3C2=O)cc1 (centres undefined)	-1	0.4	-0.1	-4
CCOc1ccccc1NC(=O)CN(CCc1ccccc1)S(=O)(=O)c1ccccc1	10	3.4	0.1	1
O=C(NC(c1ccccc1)c1ccccc1)N1CCN(CCO)CC1	15	-0.6	0.1	-4
O=C(CC1CC(=O)Oc2ccccc21)NCc1cccnc1 (centres undefined)	0	0.0	-0.2	-5
CC1=C(C(=O)OC2CCCCCC2)C(c2cccc(Cl)c2)NC(=O)N1 (centres undefined)	12	-0.2	0.1	-6
COc1ccccc1Nc1ncc(C(=O)NCCCN2CC(C)CC(C)C2)c2ccccc12 (centres undefined)	4	-0.3	0.1	2
Cn1nnnc1SCC(=O)Nc1cc(C(N)=O)cc(C(N)=O)c1	9	-0.3	0.2	2
O=C(Nc1ccc(F)c(F)c1)c1ccc(F)c(S(=O)(=O)N2CCC3(CC2)OCCO3)c1	8	1.6	-0.1	19
O=[N+]([O-])c1ccc(-c2nc3c4ccccc4nc(=S)n3[nH]2)cc1	-3	-0.8	-0.2	4
Cc1ccc(N2CC(=O)Nc3c(sc4nc(C)cc(C)c34)C2=O)cc1	-6	1.8	-0.5	3
O=C(Oc1ccccc1C(=S)N1CCOCC1)c1ccccc1[N+](=O)[O-]	10	-0.7	0.6	1
CC12CCC(C(=O)Nc3cc([N+](=O)[O-])ccc3Br)(OC1=O)C2(C)C (centres undefined)	2	0.2	0.0	1
Cc1ccc(-n2cc(CN3CCN4C(=O)[C@H](COCc5ccccc5)NC(=O)[C@H]4C3)cn2)cc1	10	2.5	0.0	1
OCC1CCCN(c2ncc(C(F)(F)F)cc2Cl)C1 (centres undefined)	15	0.5	0.4	-7
COC(=O)C1=C(C)NC2=C(C(=O)CC(c3ccc(OC)c(OC)c3)C2)C1c1cccc(O)c1 (centres undefined)	-6	-1.3	0.2	-3
O=C(NCc1ccco1)c1ccc2c(=O)n(Cc3cccc(Br)c3)c(=S)[nH]c2c1	10	-0.2	0.1	-1
O=C(NCc1cccnc1)C(=O)Nc1cccc(Cl)c1	-4	-0.4	0.0	-24
O=C(NCCc1ccccc1)c1ccc(Cn2nnc3ccsc3c2=O)cc1	10	0.1	0.2	-10
COCCNC(=O)c1cccc(OC2CCN(C3CCSCC3)CC2)c1	9	-1.8	0.2	7
O=C(Nc1ccccc1C(F)(F)F)c1cccc(NC(=O)c2ccco2)c1	14	-0.4	0.0	1
Cc1cc(C(=O)Nc2ccc(C(=O)O)cc2)ccc1[N+](=O)[O-]	11	-2.6	0.0	5
COC(=O)C1=C(C)OC(N)=C(C#N)C1c1cc(OC)ccc1OC (centres undefined)	5	0.0	0.2	1
CCOC(CNC(=O)c1ccc2c(c1)nc(C)n2-c1cccc(C)c1)OCC	4	-0.3	0.1	2
COc1ccc2c(c1)C1NC(=S)N(c3ccccc3C)C(C)(O2)C1C(=O)N(C)C (centres undefined)	13	1.1	-0.1	-6
CCOC(=O)c1sc(NC(=O)C(C)Sc2nnc(CNC(=O)Cc3ccc(OC)cc3)n2C)c(C(=O)OCC)c1C (centres undefined)	6	-0.4	0.3	0
O=C(Nc1ccccc1)NC1(C(=O)Nc2ccc(F)cc2F)CCCCC1	9	0.4	-0.2	-8
O=C1C(=O)N(CC2CCCO2)C(C2CC=CCC2)/C1=C(/O)c1ccc(Cl)cc1 (centres undefined)	7	3.1	0.1	5
CCOc1ccc(CC2SC(N)=NC2=O)cc1 (centres undefined)	1	-1.1	-0.1	9
Cc1cc(N2C(=O)c3nccnc3C2=O)ccc1Br	12	0.0	0.1	9
COC(=O)C1=C(C)Nc2ncnn2C1c1ccc(OCc2ccccc2)cc1 (centres undefined)	0	-1.5	-0.1	-7
Cc1c(C(=O)Nc2ccccc2C(F)(F)F)sc2ncnc(N3CCCCC3C)c12 (centres undefined)	-10	0.1	0.1	-4
Cc1ccc(S(=O)(=O)n2nc(OC(=O)C3CCCCC3)cc2N)cc1	11	-0.7	-0.1	-4
O=C(c1ccc(I)cc1)N1CCOCC1	2	-0.4	0.0	8
CN(C)c1ccc(/C=C/CN2CCC3(CCC(CNC(=O)c4ccccc4)O3)CC2)cc1 (centres undefined)	3	0.4	-0.2	1
CC(CN1CCOCC1)OC(=O)c1ccc(C(C)(C)C)cc1 (centres undefined)	-1	-0.3	-0.3	-3
Cc1cccc(-n2nc3c(c2NC(=O)c2cc([N+](=O)[O-])ccc2Cl)CS(=O)(=O)C3)c1C	11	1.2	0.0	23
FC(F)(F)c1cccc(CNc2nc(Nc3ccc4ncccc4c3)nc3c2ncn3C2CCCCC2)c1	5	-1.0	0.1	-9
Cn1c(=O)c2nc(-c3ccccc3Br)oc2c2ccccc21	3	1.1	-0.1	-9
CCOC(=O)c1c(NC(=O)c2ccc(Cn3nc(C)c([N+](=O)[O-])c3C)o2)sc(C)c1C	17	0.6	0.0	-1
CCOC(=O)c1c(NC(=O)CSc2nnc(CNC(=O)c3ccccc3F)n2-c2ccc([N+](=O)[O-])cc2)sc2c1CCCCC2	2	-0.7	0.0	-7

Brought forward from above: two compounds; new compounds follow.
SMILES	MITF inh	GPR151 activ	FBW7 activator	TEAD-YAP block
CCOC(=O)c1c(NC(=O)c2ccc(Cn3nc(C)c([N+](=O)[O-])c3C)o2)sc(C)c1C	17	0.6	0.0	-1
CCOC(=O)c1c(NC(=O)CSc2nnc(CNC(=O)c3ccccc3F)n2-c2ccc([N+](=O)[O-])cc2)sc2c1CCCCC2	2	-0.7	0.0	-7
CCc1ccc(S(=O)(=O)Nc2ccc3oc4c(c3c2)CCCC4)cc1	7	-0.4	0.1	3
Cc1ccccc1C(=O)N1CCN(c2ccc([N+](=O)[O-])c(NC(C)c3ccccc3)c2)CC1 (centres undefined)	7	1.4	-0.2	-9
COc1ccc(NC(=O)CSc2cn(CCNC(=O)c3ccccc3OC)c3ccccc23)cc1	2	0.8	-0.5	-2
CCOC(=O)c1sc2ncnc(N3CCN(c4ccc(F)cc4)CC3)c2c1C	10	-0.1	0.1	5
CC(NC(=O)c1ccccc1Br)c1ccccc1 (centres undefined)	4	-0.1	-0.1	6
O=C(Oc1ccc([N+](=O)[O-])cc1)c1cc([N+](=O)[O-])ccc1Cl	14	-0.4	0.8	2
COc1cc(C#N)ccc1Oc1cnn(-c2ccccc2)c(=O)c1Cl	-1	-0.1	0.1	-6
CCCc1cc(C(=O)NC2CCCC2)no1	5	-0.4	-0.1	-43
O=C(CSc1nc(=O)[nH]c2c1CCC2)N1CCN(c2ccccc2)CC1	-1	-0.3	-0.1	0
N#CC1=C(N)Oc2ccc3ccccc3c2C1c1ccc(Cl)cc1Cl (centres undefined)	1	-0.6	-0.1	1
CCOc1ccc(S(=O)(=O)Nc2ccc3oc4c(c3c2)CCC(C)C4)cc1 (centres undefined)	6	-0.8	0.4	-34
CC1CCN(C(=O)CSc2ncnc3c2sc2ccccc23)CC1	-1	0.8	0.0	-5
O=C(CC1CSc2nccc(=O)n21)NCc1ccncc1 (centres undefined)	-5	0.1	-0.1	-4
Cc1ccccc1CN(CC(=O)NC1CC1)S(=O)(=O)c1ccc(Cl)cc1	5	0.9	-0.2	0
COc1ccc(NC(=O)CCNS(=O)(=O)c2ccc3c(c2)oc(=O)n3C)cc1OC	9	-0.7	0.1	7
CCn1c(CN2CCN(c3ccc(F)cc3)CC2)nc2c1c(=O)n(C)c(=O)n2C	-7	3.1	0.0	27
Cn1nnnc1Sc1ccc(C(=O)O)cc1[N+](=O)[O-]	-14	1.5	-0.2	0
O=C(c1cccc2ccccc12)C1CCCN(C(=O)c2cc(=O)c3ccccc3o2)C1 (centres undefined)	-15	-1.7	0.7	-16
COC(=O)C1=C(C(=O)OC)SC(=C2C(=S)C(C)(C)N(C(=O)CN3C(=O)CCC3=O)c3c(OC)cccc32)S1	12	0.1	-0.3	-3
O=c1[nH]c2ncc(-c3ccc(O)cc3)nc2n1CC1CCOCC1	-12	1.5	0.1	-5

A portion from further up, as a working copy:
SMILES	MITF inh	GPR151 activ	FBW7 activator	TEAD-YAP block
CN(C)C(=O)c1ccc(N2C(=O)C3C4C=CC(C4)C3C2=O)cc1 (centres undefined)	-1	0.4	-0.1	-4
CCOc1ccccc1NC(=O)CN(CCc1ccccc1)S(=O)(=O)c1ccccc1	10	3.4	0.1	1
O=C(NC(c1ccccc1)c1ccccc1)N1CCN(CCO)CC1	15	-0.6	0.1	-4
O=C(CC1CC(=O)Oc2ccccc21)NCc1cccnc1 (centres undefined)	0	0.0	-0.2	-5
CC1=C(C(=O)OC2CCCCCC2)C(c2cccc(Cl)c2)NC(=O)N1 (centres undefined)	12	-0.2	0.1	-6
COc1ccccc1Nc1ncc(C(=O)NCCCN2CC(C)CC(C)C2)c2ccccc12 (centres undefined)	4	-0.3	0.1	2
Cn1nnnc1SCC(=O)Nc1cc(C(N)=O)cc(C(N)=O)c1	9	-0.3	0.2	2
O=C(Nc1ccc(F)c(F)c1)c1ccc(F)c(S(=O)(=O)N2CCC3(CC2)OCCO3)c1	8	1.6	-0.1	19
O=[N+]([O-])c1ccc(-c2nc3c4ccccc4nc(=S)n3[nH]2)cc1	-3	-0.8	-0.2	4
Cc1ccc(N2CC(=O)Nc3c(sc4nc(C)cc(C)c34)C2=O)cc1	-6	1.8	-0.5	3
O=C(Oc1ccccc1C(=S)N1CCOCC1)c1ccccc1[N+](=O)[O-]	10	-0.7	0.6	1
CC12CCC(C(=O)Nc3cc([N+](=O)[O-])ccc3Br)(OC1=O)C2(C)C (centres undefined)	2	0.2	0.0	1

New compounds follow.
SMILES	MITF inh	GPR151 activ	FBW7 activator	TEAD-YAP block
Cc1nnc(NC(=O)c2c(-c3c(Cl)cccc3Cl)noc2C)s1	5	0.6	0.1	4
CCOC(=O)CCc1c(C)nc2c(c(C)nn2C(C)(C)C)c1C	7	0.3	0.0	-8
Clc1ccc(-n2cc3c(-c4ccco4)nnc(-c4nc5ccccc5s4)c3n2)cc1	11	-1.1	0.0	-8
O=C1OC(c2cccc(Br)c2)=N/C1=C\c1cccc(F)c1	6	1.2	-0.2	0
CN(C)S(=O)(=O)c1cc([N+](=O)[O-])ccc1N1CCc2ccccc2C1	13	0.8	0.1	8
COc1cccc2sc(N(CC3CCCO3)C(=O)c3cc(Cl)sc3Cl)nc12 (centres undefined)	-5	0.8	-0.3	-12
COc1ccccc1-n1nnc(C(=O)Nc2ccccc2)c1N	5	-1.7	0.2	-35
CC(=O)c1cccc(CN2CCC(C(=O)Nc3ccc(-n4nc(C)cc4C)cc3)CC2)c1	7	-1.6	-0.1	-8
O=C1N=C(N2CCN(c3ccccc3)CC2)S/C1=C/c1ccccc1O	10	1.4	-0.1	12
COc1cc(/C=N/Nc2nnc(C)n2N)cc(I)c1O	10	0.6	-0.3	2
COc1ccc(CCN(C)C2CCCN(Cc3cccnc3)C2)cc1OC (centres undefined)	10	0.4	0.0	6
CCNC(=O)CCOc1cccc(C)c1	-5	-0.7	0.0	8
Cc1ccccc1C(=O)Nc1sc2c(c1C(=O)Nc1cccc(Cl)c1)CCCCC2	1	-0.2	0.2	-20
COC(=O)c1c(N2C(N)=C(C#N)C(c3ccc(Cl)cc3)C3=C2CCCC3=O)sc2c1CCCC2 (centres undefined)	4	-0.4	0.7	-1
COC(=O)CNC(=O)COC(=O)c1ccc(OC)c([N+](=O)[O-])c1	-7	-0.4	0.7	-2
NC(=O)c1ccc(-c2nc(NCCO)c3ncn(-c4ccsc4)c3n2)cc1	4	-1.5	-0.1	19
O=C1CCC(CCC(=O)N2CCC(Sc3ccc(F)cc3)CC2)(Cc2ccccc2)N1 (centres undefined)	1	0.3	0.2	-21
CC(C)COc1ccc(C(=O)NCCC(=O)O)cc1	22	1.4	0.4	8
COc1cccc(Nc2nc(Cl)cc(N)c2[N+](=O)[O-])c1	10	-0.4	-0.1	-34
O=C(Cc1cccs1)N1c2ccccc2Sc2ccccc21	-4	2.3	-0.1	-3
CS(=O)(=O)N(CC(=O)N1CCc2ccccc2C1)c1cc(C(F)(F)F)ccc1Cl	9	1.4	0.1	-10
O=C(Nc1nccs1)c1ccc(NC(=O)C(c2ccccc2)c2ccccc2)cc1	7	-0.9	0.0	8
CCOc1ccc(/C=N/OCc2ccccc2C#N)cc1OC	-3	0.0	-0.1	-18
CCN(CC)S(=O)(=O)c1c(C)nn(S(=O)(=O)c2ccc(Cl)cc2)c1C	5	0.2	0.2	-8
Cc1ccc(S(=O)(=O)NCC(=O)N2C(C)CCCC2C)cc1 (centres undefined)	-10	-0.5	-0.2	-2
CCOC(=O)c1cnc2c(C)cc(Cl)cc2c1Nc1cccc(Cl)c1	14	0.6	-0.1	-4
Cc1ccc(OCCOCCN2CCN(C)CC2)c(I)c1	36	-0.6	-0.2	-4
COCCNc1nc(C)nc2scc(-c3cccs3)c12	-2	1.5	0.0	4
Cc1nonc1OCCNc1ccc([N+](=O)[O-])cc1	0	1.5	-0.1	-4
O=C(NC1CCS(=O)(=O)C1)c1ccc(I)cc1 (centres undefined)	1	-1.6	0.3	11
CC(C)c1ccc(C2C(C#N)=C(N)Oc3n[nH]c(-c4cccc([N+](=O)[O-])c4)c32)cc1 (centres undefined)	11	-0.4	0.0	-8
NC(=O)c1cc2ccccc2o/c1=N/NC(N)=S	-3	-1.8	1.6	-25
CCOc1ccc(NC(=S)Nc2ccc3[nH]c(=O)[nH]c3c2)cc1	13	-0.5	0.0	-1
OCCn1c(CSc2nnc(NCc3ccccc3)s2)nc2ccc(Cl)cc21	3	0.2	0.7	2
Cc1ccccc1Cn1nnc(C(=O)NCc2ccccc2Cl)c1N	-4	0.9	-0.1	-6
COc1ccc(OC)c(Nc2nc3nonc3nc2Nc2cccc(C)c2)c1	8	0.0	-0.1	-1
